SRC2 inh: inhibition of GAL4-SRC2 driven luciferase reporter, primary screen, SRC2 inhibitor project, cell-based, luminescence. Nuclear receptor coactivator 2 (Homo sapiens), Q15596. HEK293 GAL4-SRC2 luciferase reporter. inhibition, % at 9 µM. actives 0.17% (n = 370,000). AID 651957, 2012;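 active = inhibition above the mean inhibition of all tested compounds plus 3 SD, set per campaign, cut at about 52% in these data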;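 also: 0% = DMSO treated cells and 100% = cells given Gossypol at 36 µM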
TLR9-MyD88 block: inhibitors of TLR9-MyD88 association in cells, primary screen, cell-based, CHO, BLA complementation, fluorescence | Toll-like receptor 9 (Homo sapiens) + Myeloid differentiation primary response protein … | CCF4 FRET ratio | inhibition, % at 4.98 µM | actives 0.21% (n = 340,000) | AID 504734, 2011;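 active = inhibition above the mean over all tested compounds plus 3 SD, cut at about 21% in these data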;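 also: 0% = DMSO only wells and 100% = clavulanate BLA inhibitor control wells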
Target sequence (Q99836 whole entry, looked up): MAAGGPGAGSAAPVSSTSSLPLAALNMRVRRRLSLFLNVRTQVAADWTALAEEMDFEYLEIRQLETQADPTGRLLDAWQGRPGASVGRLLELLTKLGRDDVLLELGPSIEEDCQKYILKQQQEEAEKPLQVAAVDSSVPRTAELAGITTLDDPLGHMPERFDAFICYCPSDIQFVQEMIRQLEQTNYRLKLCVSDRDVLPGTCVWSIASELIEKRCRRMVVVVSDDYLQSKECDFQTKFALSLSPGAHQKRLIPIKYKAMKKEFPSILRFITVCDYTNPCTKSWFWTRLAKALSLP
Target sequence (Q9NR96 whole entry, looked up): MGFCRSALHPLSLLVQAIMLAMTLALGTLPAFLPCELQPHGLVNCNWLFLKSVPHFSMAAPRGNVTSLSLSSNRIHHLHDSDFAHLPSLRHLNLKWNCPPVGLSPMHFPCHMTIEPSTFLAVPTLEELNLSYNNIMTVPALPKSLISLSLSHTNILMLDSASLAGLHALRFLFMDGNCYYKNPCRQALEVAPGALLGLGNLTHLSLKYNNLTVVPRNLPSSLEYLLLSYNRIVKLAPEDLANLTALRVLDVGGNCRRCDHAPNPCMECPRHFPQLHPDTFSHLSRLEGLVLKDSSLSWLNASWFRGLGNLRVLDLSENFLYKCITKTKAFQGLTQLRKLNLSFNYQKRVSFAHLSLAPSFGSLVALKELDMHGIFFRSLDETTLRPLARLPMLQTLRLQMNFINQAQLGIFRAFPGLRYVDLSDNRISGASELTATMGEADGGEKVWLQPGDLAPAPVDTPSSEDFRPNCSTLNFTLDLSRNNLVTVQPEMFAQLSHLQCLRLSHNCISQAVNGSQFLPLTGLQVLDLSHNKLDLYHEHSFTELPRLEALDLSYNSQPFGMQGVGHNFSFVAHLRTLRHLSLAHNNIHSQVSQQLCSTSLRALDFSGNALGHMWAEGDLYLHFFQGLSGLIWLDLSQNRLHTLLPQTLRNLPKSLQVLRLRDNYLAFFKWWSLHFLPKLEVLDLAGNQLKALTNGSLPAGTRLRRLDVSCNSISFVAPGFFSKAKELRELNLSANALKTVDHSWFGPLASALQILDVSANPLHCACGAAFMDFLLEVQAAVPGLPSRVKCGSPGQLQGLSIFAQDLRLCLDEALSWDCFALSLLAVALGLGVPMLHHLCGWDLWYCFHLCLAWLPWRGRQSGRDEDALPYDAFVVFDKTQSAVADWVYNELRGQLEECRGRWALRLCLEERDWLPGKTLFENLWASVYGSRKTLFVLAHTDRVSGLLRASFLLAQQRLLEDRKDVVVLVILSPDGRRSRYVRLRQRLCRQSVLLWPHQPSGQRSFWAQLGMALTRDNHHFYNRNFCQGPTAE
NOD2-RIPK2 inh: NOD2-RIPK2 binding disruptors in cells, primary screen, fluorescence, CHO cells, BLA complementation; Receptor-interacting serine/threonine-protein kinase 2 (Homo sapiens), O43353; CCF4 ratio; inhibition, % at 4.98 µM; actives 0.38% (n = 360,000); in the data active = inhibition above about 21%;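 also: 0% = vehicle only and 100% = reference blocker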
TWEAK-Fn14 inh: inhibitors of TWEAK-Fn14 signaling, primary screen, luciferase reporter cells, uHTS; actives 2% (n = 360,000); inhibition, % at 10 µM; TWEAK-stimulated Fn14 reporter cells, luciferase luminescence, 8 h; in the data active = inhibition above about 50%
ABHD5 PLIN5 PPI: ABHD5-PLIN5 interaction inhibitors, primary screen, cell lysate, split luciferase complementation, luminescence; actives 0.78% (n = 360,000); Split G. princeps luciferase complementation, 4 h; Perilipin-5 (Homo sapiens) + 1-acylglycerol-3-phosphate O-acyltransferase ABHD5 (Homo …; inhibition, % at 4 µM;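 active = inhibition above the mean inhibition across every tested compound plus 3 SD, cut at about 22% in these data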;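 also: 0% = DMSO only wells and the 100% control is not disclosed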
NR5A2 inv ag: LRH-1 (NR5A2) inverse agonists, primary screen, cell-based, luminescence, HEK293T, StAR-luciferase reporter; LRH-1 transfected, 24 h; actives 0.13% (n = 360,000); Nuclear receptor subfamily 5 group A member 2 (Homo sapiens), O00482; inhibition, % at 3.6 µM;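 active = inhibition above the mean inhibition of all tested compounds plus 3 SD, cut at about 73% in these data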;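 also: 0% = DMSO wells and 100% = reporter-only cells lacking LRH-1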
SRC1 inh: SRC1 coactivator transcriptional activity inhibitors, primary screen, cell-based, luminescence; HEK293 GAL4-SRC1 luciferase reporter; inhibition, % at 3.6 µM; actives 0.12% (n = 360,000);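 active = inhibition above the campaign mean plus 3 SD, with each screening campaign given its own cutoff, cut at about 60% in these data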;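 also: 0% = DMSO treated cells and 100% = gossypol at 36 µM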
NR2F2 inh: NR2F2 transcriptional activity inhibitors, primary screen, cell-based, luciferase reporter, HEK293T, luminescence; COUP transcription factor 2 (Homo sapiens), P24468; HEK293T NGFI-A luciferase reporter; inhibition, % at 8.6 µM; actives 0.7% (n = 370,000);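 active = inhibition above a per-plate cutoff, mean inhibition of test wells between control levels plus 3 SD, cut at about 38% in these data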;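 also: cells cotransfected with COUP-TFII expression vector driving the NGFI-A reporter; 0% = median of COUP-TF2 test wells and 100% = reporter-only cells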
TROY signal inh: inhibitors of TROY-driven NF-kB signaling, primary screen, Q293 LMP1-TROYcd cells, NF-kB luciferase, uHTS. Q293 LMP1-TROYcd NF-kB luciferase reporter, 4 h. inhibition, % at 10 µM. actives 0.98% (n = 360,000). AID 1347056, 2019;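 active = compounds whose plate-normalised and pattern-corrected inhibition of the luciferase reporter signal at the single screening dose is 50% or more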
Granule exo inh: LAMP-1 surface exposure blockers, TALL-104 cells – cell-based, flow cytometry, MLPCN library, primary screen | TALL-104 LAMP-1 surface exposure; cells stimulated with thapsigargin and PMA | inhibition, % at 10 µM | actives 0.66% (n = 360,000) | AID 651702, 2012;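 active = inhibition above about 55%, limit read from the data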
SRC3 inh: SRC3 coactivator transcriptional activity inhibitors, primary screen, cell-based, luminescence; HEK293 GAL4-SRC3 luciferase reporter; inhibition, % at 3.6 µM; Nuclear receptor coactivator 3 (Homo sapiens), Q9Y6Q9; actives 0.17% (n = 360,000);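 active = inhibition above a per-campaign cutoff, the mean of all compounds plus 3 SD, cut at about 60% in these data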;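 also: 0% = DMSO-treated cells and 100% = gossypol-treated cells at 36 µM; higher means less SRC3-driven luciferase light from the GAL4 reporter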
Active calls of the source: *; / = no result given; & = joins results of further samples. A portion of the library; rates above refer to the full screens.

The line under a structure holds: SRC2 inh	TLR9-MyD88 block	NOD2-RIPK2 inh	TWEAK-Fn14 inh	ABHD5 PLIN5 PPI	NR5A2 inv ag	SRC1 inh	NR2F2 inh	TROY signal inh	Granule exo inh	SRC3 inh
COc1ccc(S(=O)(=O)Nc2ccc3c(c2)C(=O)N([C@H](C)CO)C[C@H](C)[C@@H](CN(C)C(=O)Nc2c(C)noc2C)O3)cc1
 : -17	-1	3	4	4	4	-2	5	17	7	12
Cc1ccc(S(=O)(=O)Nc2c(C)nn(C)c2C)cc1
 : -14	-3	-2	6	-1	25	1	-4	15	-2	13
Cc1ccc(OCC(=O)N2CC3(C)CC2CC(C)(C)C3)cc1 (stereo not given)
 : 10	1	4	1	1	2	-12	23	-6	1	6
NC(=O)NOCc1ccccc1F
 : 2	/	-15	-75	4	11	2	-10	-8	1	10
COc1ccc(Cl)cc1NC(=O)NCC1CCN(Cc2ccccc2F)CC1
 : -4	-5	-5	15	1	16	4	27	41	8	20
CC(C)(C)CC(=O)Nc1cc(S(=O)(=O)N2CCOCC2)ccc1N1CCCC1
 : 3	-6	1	4	-2	6	-4	-1	-2	17	0
CCOc1ccc(Cl)cc1/C=N/NC(N)=O
 : -10	-4	-3	-16	4	9	3	-1	8	-8	5
Cc1ccc2nc(Cl)c(/C=N/Nc3ccc(C(=O)O)cc3)cc2c1
 : -47	6	-4	51*	5	-108	-93	-50	26	2	-77
CCCCn1c(-c2cccc(Br)c2)nc2cc3[nH]c(=O)c(C(C)C)nc3cc21
 : 13	-3	1	22	-17	-16	-3	8	5	1	2
CC1(C(=O)NS(=O)(=O)c2ccc(Cl)cc2)CCN1C(=O)Cc1ccccc1 (stereo not given)
 : 12	/	-5	-29	-4	6	0	10	6	5	2
FC(F)(F)c1nc(Sc2ncccc2C(F)(F)F)n[nH]1
 : 0	-2	-3	-4	-6	8	-68	2	-10	-2	8
CNC(=O)c1sc(-c2ccccn2)nc1C
 : 4	-2	0	-10	1	-3	0	-1	-18	-2	9
Cn1nc(CC(=O)Nc2ncc(Br)s2)c2ccccc2c1=O
 : -25	2	-6	-73	-10	2	-15	12	4	-3	-19
O=S1(=O)CCC(NC2CCCC2)C1 (stereo not given)
 : 12	-6	-9	10	-2	-6	8	-1	-6	-15	-16
CCC(C)c1ccccc1NC(=O)C(C)Sc1n[nH]c(N)n1 (stereo not given)
 : -13	-7	0	-1	-6	-30	4	-17	-22	-4	-41
CCOc1ccc(CCNC(=O)CCn2ccc3cc(S(=O)(=O)N4CCCC4)ccc32)cc1
 : 8	6	14	3	-1	-10	1	8	0	-2	1
O=C(O)CCc1nc2ccccc2n(CCc2ccccc2)c1=O
 : -4	9	-2	-7	-1	5	-7	-2	/	-1	3
Cc1ccc2c(C)nc(Nc3nc(CSc4nc5ccccc5s4)cc(=O)[nH]3)nc2c1
 : 12	-7	4	-8	5	-1	-2	3	3	3	2
CNC(=O)NC(=O)C(C)OC(=O)c1oc2ccccc2c1CSc1ccc(Cl)cc1 (stereo not given)
 : -21	5	-7	4	3	3	9	1	15	-2	13
CCc1cccc(C)c1NC(=O)CN(C)C1=NS(=O)(=O)c2ccccc21
 : 15	-11	2	-3	-3	10	-11	-3	-3	0	0
CN1CCN(C2CCN(Cc3ccc(O)c4ncccc34)CC2)CC1
 : -6	1	-5	-9	-4	-11	0	25	-1	20	-10
c1ccc(-c2oc3ncnc(NCCN4CCOCC4)c3c2-c2ccccc2)cc1
 : -2	4	-3	-22	12	1	-17	12	-4	4	18
CC(Oc1ccc(Cl)cc1)/C(N)=N/O (stereo not given)
 : 0	-20	-3	3	-5	21	3	-6	6	0	17
COc1cccc(C(c2sc3nc(C)nn3c2O)N2CCc3ccccc3C2)c1 (stereo not given)
 : 9	-12	4	20	-1	1	-8	-1	3	-1	-3
CC(=O)c1ccc(S(=O)(=O)N2CCN(C(=O)CSc3ccc(F)cc3)CC2)cc1
 : 13	4	-6	3	-11	-21	4	9	9	22	2
CSc1ccccc1OCc1cc(C(=O)NCCn2nc(C)cc2C)no1
 : -9	5	-4	-16	6	14	5	9	-21	7	18
CCOC(=O)c1c(C)[nH]c(C(=O)N(C)Cc2cccc(OC)c2OC)c1C
 : -11	-13	-6	2	-1	-1	13	19	16	-7	9
CCN(CC)CCC(c1cc(OC)c(OC)c(OC)c1)c1c(OC)cc(OC)c2c(-c3ccccc3)cc(=O)oc12 (stereo not given)
 : -7	-3	9	-9	12	-18	-20	0	-16	-3	16
CCCCN1C(=O)C(CC(=O)NCc2cccc3ccccc23)CC(C(=O)N(C)C)=C1C (stereo not given)
 : -8	9	5	-15	-6	12	-14	-14	5	3	0
COc1ccc(-n2c(C)nc3sc4c(c3c2=O)CCC4)cc1
 : -1	/	-12	17	-7	-18	-58	-15	22	-8	9
CC(=O)Nc1cc(-c2cccc(CO)c2)cn2c(-c3ccc(F)cc3)cnc12
 : -13	/	-7	0	-1	5	10	-11	29	-1	-28
COc1ccc(OCC(O)CN2CCOCC2)cc1 (stereo not given)
 : -11	-7	-7	-6	-4	0	8	4	-3	1	-11
Cc1ccc(NNC(=O)C(=O)N2CCCCC2)cc1
 : 5	-4	-1	-16	2	13	28	-3	6	-9	23
Nc1nc2ccc(Cl)cc2[nH]1
 : 11	5	-2	28	0	7	11	-6	-7	1	-10
Cc1cc(C)nc(-n2nc(C)cc2NC(=O)CN2CCCC2)n1
 : 1	0	2	-4	1	0	-5	5	-14	9	9
O=C(COc1ccc(Br)cc1)c1ccc2c(c1)CCCC2
 : -5	-7	-13	-20	4	-8	-10	-7	-56	-2	-9
Cc1ccc(CNC(=O)CCC2CCCN(Cc3cccc4ncccc34)C2)o1 (stereo not given)
 : 1	4	-15	4	14	10	-3	-15	-6	1	15
COc1ccc(CCN2C(=O)C=CC2=O)cc1OC
 : 2	7	43*	16	53*	9	2	-5	-6	26	7
O=C(Nc1ccc(F)cc1)Nc1ccc2c(c1)OCO2
 : -52	-2	-6	-21	1	-78	-80	-24	-71	-2	-60
CCc1nc(N2CCCCC2)c2oc3ccccc3c2n1
 : -7	-9	-2	20	-5	21	4	11	1	1	10
CCCCc1c(O)nc(SCC(=O)c2ccccc2)n(-c2ccccc2)c1=O
 : -46	-7	-11	-38	1	7	-41	-18	-25	-6	-33
COc1ccc(N2CCN(C(=O)c3ccc(CS(=O)c4cccc(Cl)c4)o3)CC2)cc1 (stereo not given)
 : 3	3	-4	-6	6	-12	11	-5	11	17	-6
Cn1c(=O)c2c(nc(SC3C(=O)CC(C)(C)CC3=O)n2C)n(C)c1=O
 : -4	-3	-4	12	2	-11	-12	9	6	-11	-3
CCSc1nnc(NC(=O)c2cc(C)oc2C)s1
 : -43	-5	-22	-11	-1	-87	-76	-22	-38	-1	-72
COc1ccc(S(=O)(=O)Cc2ccc(C(=O)NCc3cccnc3)o2)cc1
 : -4	-11	-17	0	-4	-20	-8	9	19	-1	9
Cn1cc(S(=O)(=O)N2CCCC2)cc1C(=O)Nc1cccc(C(F)(F)F)c1
 : -22	-1	-9	13	-3	3	0	-3	-4	1	8
CC(Oc1cccc(Cl)c1)C(=O)Nc1ccc(S(=O)(=O)N(C)C2CCN(C)CC2)cc1 (stereo not given)
 : 7	6	0	3	3	-13	3	1	-16	-2	17
COc1cc(C=CC(=O)c2ccccc2)cc(OC)c1OC
 : 14	/	-23	79*	48*	27	23	-3	-3	-12	45
COc1ccc(S(=O)(=O)N(C)c2ccc(C(=O)NCc3ccco3)cc2)cc1OC
 : -10	2	-10	-11	8	27	25	3	-14	-1	8
Cc1ccc(OCCCn2ccnc2)cc1C
 : 12	-3	3	-19	-5	-12	-2	6	-19	0	12
CN1CCN(C(=O)c2ccccc2[N+](=O)[O-])CC1
 : 5	4	3	-3	1	8	4	11	-3	-8	12
O=C(Cc1c(Cl)cccc1Cl)OCC(=O)N1CCc2ccccc2C1
 : -18	-3	-11	-8	-1	1	-36	-5	-21	-5	-3
Clc1ccc(Nc2nc3ccccc3n3nnnc23)cc1
 : -13	-1	2	7	-1	-8	-2	-19	-5	-4	-3
O=C1CCN(C(=S)NCCc2ccccc2)CC1
 : -22	0	-4	-3	-4	-5	-3	6	2	0	7
CC(=O)C1=CCC(c2ccccc2)N(S(=O)(=O)c2ccccc2C)C1 (stereo not given)
 : 16&7	/	-18&-6	6&11	17&3	10&11	13&1	9&-4	-4&12	46&-5	9&4
COc1ccc(-c2ccc(=O)n(Cc3cc(=O)n4ccccc4n3)n2)cc1
 : 6	0	-3	-39	5	7	-26	-19	5	-4	-2
CC(=O)Nc1ccc(NS(=O)(=O)c2cc(Cl)sc2Cl)cc1
 : -19	-2	-9	15	-9	8	-47	3	-6	6	-5
CCCCCc1nnc(NC(=O)C2CCCO2)s1 (stereo not given)
 : -31	0	3	-9	-2	-76	-59	-14	-23	4	-39
O=C1OC(N2CCN(c3ccccn3)CC2)c2ccccc21 (stereo not given)
 : 18	4	-1	8	3	-5	-12	5	1	1	-4
Cn1nc(C(=O)N2CCC(C(N)=O)CC2)c2c1-c1ccccc1SC2
 : 3	-9	-5	4	3	3	-5	3	-7	-7	-9

Continued:
The line under a structure holds: SRC2 inh	TLR9-MyD88 block	NOD2-RIPK2 inh	TWEAK-Fn14 inh	ABHD5 PLIN5 PPI	NR5A2 inv ag	SRC1 inh	NR2F2 inh	TROY signal inh	Granule exo inh	SRC3 inh
CCCCCCCCn1c2c(c(=N)c3c1CCC3)CCCC2
 : 9	-6	-2	50	21	90*	69*	84*	42	26	80*
Cc1cccc(NC(=O)CN2CCN(C(=O)c3cnn(Cc4ccccc4)c3)CC2)c1C
 : 23	-6	9	-4	6	2	-2	9	15	2	-13
Cc1csc(=Nc2ccccc2)n1C
 : 2	-2	-9	-6	-4	-18	-14	4	4	-1	9
CC(=O)c1sc(NC(=O)c2ccc(C(C)(C)C)cc2)nc1C
 : -44	2	1	20	0	-163	-119	-36	-7	0	-111
COc1cccc(CCC(=O)N2CCC(n3nccc3NC(=O)C3CCOC3)CC2)c1 (stereo not given)
 : -2	13	-3	5	-5	3	-10	-8	15	-4	-8
COc1ccc(-n2c(C)cc(/C=N/Nc3nnc(C)n3N)c2C)cc1
 : 10	2	-3	-6	-20	33	6	1	6	0	8

Source: PubChem
